Screening results as filed in PubChem BioAssay.
Rtt109 HAT inh – inhibitors of C. albicans Rtt109/Vps75 HAT, primary screen, biochemical, ThioGlo CoA-SH fluorescence, plate reader. Histone acetyltransferase RTT109 (Candida albicans (strain SC5314 / ATCC MYA-2876)), …. purified Rtt109/Vps75, 4 h. 330,000 tested, 0.16% active. inhibition, % at 34.9 µM;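 active = inhibition of at least 50% in every replicate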
CDK5 inh – inhibitors of human CDK5/p35 kinase, primary screen, biochemical, single concentration; Cyclin-dependent kinase 5 (Homo sapiens) + Cyclin-dependent kinase 5 activator 1 (Homo …; Recombinant CDK5/p35, ADP-Glo luminescence, 60 min; inhibition, % at 10 µM; 330,000 tested, 0.01% active;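 active = highest replicate inhibition of at least 50% and at least 75% of replicates reaching 50%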;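 also: plate controls were DMSO neutral control for no effect and GW8510 at 10 µM for full effect; many of its hits are not listed in these tables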
Target sequence (Q00535 whole entry, looked up): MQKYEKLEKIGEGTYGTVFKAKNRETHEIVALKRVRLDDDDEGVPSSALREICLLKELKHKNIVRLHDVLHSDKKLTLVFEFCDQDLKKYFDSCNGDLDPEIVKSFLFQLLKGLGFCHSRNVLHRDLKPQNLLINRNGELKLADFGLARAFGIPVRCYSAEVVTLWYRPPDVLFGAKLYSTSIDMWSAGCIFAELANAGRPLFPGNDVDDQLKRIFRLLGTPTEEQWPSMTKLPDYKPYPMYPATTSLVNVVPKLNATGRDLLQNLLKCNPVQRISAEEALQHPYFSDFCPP
Target sequence (Q15078 whole entry, looked up): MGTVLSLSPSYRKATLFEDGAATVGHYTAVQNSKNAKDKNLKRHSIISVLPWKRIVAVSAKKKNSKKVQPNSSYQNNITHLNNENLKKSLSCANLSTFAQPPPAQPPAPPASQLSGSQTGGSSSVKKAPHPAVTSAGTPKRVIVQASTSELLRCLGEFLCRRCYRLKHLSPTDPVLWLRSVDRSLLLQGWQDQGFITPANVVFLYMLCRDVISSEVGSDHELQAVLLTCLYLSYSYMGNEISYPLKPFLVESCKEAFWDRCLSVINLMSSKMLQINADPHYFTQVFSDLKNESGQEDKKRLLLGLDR
PvdQ acylase – P. aeruginosa PvdQ acylase inhibitors, primary screen, biochemical, fluorescence, plate reader and imaging, single point; purified PvdQ acylase; 340,000 tested, 0.063% active; inhibition, % at 10 µM; AID 488965, 2010; PvdQ acylase [Pseudomonas aeruginosa LESB58]; in the data active = inhibition above about 30%, passing the limit was not always enough;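 also: 0% = vehicle neutral wells and 100% = reference inhibitor wells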
Wnt bcat act – Wnt/beta-catenin pathway activators, primary screen, cell-based, plate reader, single point; activation, % at 9.35 µM; Wnt/beta-catenin reporter cell assay, activator; 300,000 tested, 1.2% active; in the data active = activation above about 30%, passing the limit was not always enough;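 also: 0% = neutral control wells and 100% = positive control wells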
dFosB act – activators of delta FosB homodimer, primary screen, biochemical, fluorescence polarization, TAMRA-CDK5 oligo, single point; purified delta FosB; percent of positive-control signal above neutral wells; activation, % at 25 µM; 340,000 tested, 0.99% active;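 active = mean activation above about 17%, with every replicate also reaching it, limit read from the data, passing the limit was not always enough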;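 also: fluorescence polarization rise as delta FosB binds a TAMRA Cdk5 AP-1 oligo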
cardiac RTF act – cardiac RTF calcium sensitivity activators, primary screen, biochemical, IANBD-TnC fluorescence, EC20 calcium | activation, % at 7.2 µM | AID 493008, 2010 | 340,000 tested, 0.24% active | IANBD-labeled TnC RTF fluorescence at EC20 calcium; 0% EC20 calcium, 100% full calcium | Troponin I, cardiac muscle (Homo sapiens) + Troponin T, cardiac muscle (Homo sapiens) + …;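 active = activation above the mean over all tested compounds plus 3 SD, cut at about 30% in these data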;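 also: rise in fluorescence read as greater calcium sensitivity of cardiac thin filaments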
SR-BI DiI-HDL act – activators of SR-BI mediated DiI-HDL uptake, primary screen, ldlA[mSR-BI] CHO cells, DiI fluorescence; 3 h; 100 = double the neutral-control signal; activation, % at 12.5 µM; 320,000 tested, 0.096% active; AID 504775, 2011;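 active = mean replicate activation of at least 60% and every replicate at or above 60%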;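 also: 0% = median plate neutral-control signal and 100% = twice that signal; values of inactives mirror those of a sister screen read the other way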
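Material – SR-BI-overexpressing, LDLR-lacking CHO cells · Medium – BSA-supplemented, HEPES-buffered Ham's F12, pH 7.4 · Doses – single concentration · Times – compound with DiI-HDL co-incubation, 3 h at 37 °C · Measured by – bottom-read fluorescence, 550/595 nm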
HTR5A ag – HTR5A agonists in luminescence cell assay, primary screen, counter-screen for OPRM1-OPRD1 heterodimer agonist project, full-deck HTS | cell-based | activation, % at 9.3 µM | 340,000 tested, 0.61% active; in the data active = activation mostly above about 9.5%, no sharp cut-off; inactive = mostly below about 7.6%;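 also: 0% = cells with vehicle only and 100% = reference agonist; strong numbers were not always called active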
Target sequence (P47898 whole entry, looked up): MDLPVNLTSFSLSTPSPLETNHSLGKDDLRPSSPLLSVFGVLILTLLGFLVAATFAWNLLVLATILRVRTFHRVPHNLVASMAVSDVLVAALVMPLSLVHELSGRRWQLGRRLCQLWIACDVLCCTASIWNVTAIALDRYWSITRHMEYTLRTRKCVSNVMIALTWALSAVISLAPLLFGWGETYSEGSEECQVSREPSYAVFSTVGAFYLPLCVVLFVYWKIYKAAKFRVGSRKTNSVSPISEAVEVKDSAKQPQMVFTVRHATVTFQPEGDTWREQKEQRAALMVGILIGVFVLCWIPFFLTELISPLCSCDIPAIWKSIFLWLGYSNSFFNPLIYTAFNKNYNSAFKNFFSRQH
SR-BI HDL uptake – inhibitors of SR-BI mediated HDL lipid uptake, primary screen, ldlA[mSR-BI] cells, fluorescence, single point | inhibition, % at 12.5 µM | 320,000 tested, 0.96% active | ldlA[mSR-BI] CHO cells, DiI-HDL uptake fluorescence, 3 h | Scavenger receptor class B member 1 (Mus musculus), Q61009;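 active = mean replicate inhibition of at least 70% and a set share of replicates each scoring 70 or more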;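 also: 0% = median of neutral control wells and 100% = median of positive control wells; values of inactives mirror those of a sister screen read the other way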
MITF act – activators of MITF-driven TRPM1 promoter reporter, primary screen, cell-based, SK-MEL-5, luciferase, single point; SK-MEL-5 TRPM1-promoter luciferase, 24 h; % of positive control, neutral wells = 0; activation, % at 12.5 µM; 300,000 tested, 0.75% active; AID 588334, 2011;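 active = mean activation of at least 80% with every replicate also reaching 80%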;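 also: 0% = neutral control wells and 100% = parthenolide positive control wells; values of inactives mirror those of a sister screen read the other way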
Starred values were filed as active, the others as inactive; nt = no result given.

SMILES	Rtt109 HAT inh	CDK5 inh	PvdQ acylase	Wnt bcat act	dFosB act	cardiac RTF act	SR-BI DiI-HDL act	HTR5A ag	SR-BI HDL uptake	MITF act
O=C(Cn1ccc2ccccc2c1=O)NCC(=O)N1CCN(c2ccc(F)cc2)CC1	2	-1.2	1	0	-1	0	11	5	-10	-13
Cc1cccc(OCc2nnc(NC(=O)Cc3cccs3)s2)c1	1	4.9	5	nt	-1	0	-28	4	28	5
Cc1ccc(S(=O)(=O)N(C)C)cc1-n1c(SCC(=O)Nc2ccc(F)c(F)c2F)nc2ccccc2c1=O	-8	-0.3	-7	nt	-4	8	-49	3	49	10
COC(=O)c1cc(Br)c(=O)n(-c2nccs2)c1	-8	1.4	-4	-2	-5	4	8	4	-8	2
CCCCOc1c(Br)cc(/C=N/O)cc1OCC	19	-1.4	-12	nt	-7	-6	-28	1	28	nt
CC(C)C1CC(c2ccccc2)(C(CN)CO)CCO1 (stereo not drawn)	-5	-1.5	-16	-1	-3	0	11	0	-11	-1
O=C(Cn1nc(-c2ccc(Cl)cc2)c2ccccc2c1=O)NCC1CCCO1 (stereo not drawn)	-3	-0.3	-2	nt	4	3	-12	-2	12	nt
CC(=O)C1CCC2C3CCC4=CC(=O)CCC4(C)C3(Br)C(=O)CC12C (stereo not drawn)	2	0.9	-19	-1	0	-1	-23	3	23	1
COc1ccc(-c2cc(C(=O)OCC(=O)c3c(N)n(C)c(=O)n(C)c3=O)c3ccccc3n2)cc1	3	0.7	4	2	-8	-2	-43	-2	43	26
CCOc1ccc(OCC)c(NC(=O)CN2CCN(c3cccc(C)c3)CC2)c1	nt	-0.8	4	nt	-9	-4	-17	3	17	-3
O=C(COc1ccccc1F)NNC(=O)c1ccc(F)c(S(=O)(=O)N2CCOCC2)c1	2	-1.5	2	-2	5	2	-4	4	4	10
CC(=O)Nc1ccc(S(=O)(=O)O)c(OC(C)=O)c1	-3	0.2	0	-4	-5	-7	30	0	-30	2
CC(=O)c1c(C)[nH]c(C(=O)NCc2ccco2)c1C	1	-1.0	-14	3	6	0	nt	5	nt	7
CCN(CC(=O)NCc1ccc(Cl)cc1)C(=O)/C=C/c1cccs1	8	-1.4	3	-2	-5	2	-10	0	10	-4
COC(=O)c1cc(S(=O)(=O)Nc2cccc(C)c2C)cn1C	4	1.5	-12	-4	-13	2	-4	7	4	-1
C/C(=N\NC(=O)C(O)(c1ccccc1)c1ccccc1)c1ccc(NC(=O)CCCC(=O)O)cc1	1	0.0	-4	2	2	-4	11	-1	-11	-1
Cc1cc(NC(=O)C2CC2)ncc1NC(=O)c1ccccn1	-13	-0.8	-16	nt	-5	6	11	-5	-11	65
Cc1ccc(NS(=O)(=O)c2cccc(C(=O)O)c2)cc1S(=O)(=O)N1CCCCC1	1	-5.0	-22	nt	-6	-2	21	-1	-21	-4
CCOC(=O)c1ccc(-c2c(-c3ccc(OC)cc3)oc(=O)c3cc(OC)c(OC)cc23)cc1F	-1	-4.0	-6	-4	5	3	-49	-1	49	18
O=C(CSc1nnc(COc2ccccc2Cl)o1)Nc1ccccc1	1	-3.4	-10	3	-9	2	37	0	-37	11
COC(=O)Nc1sc2c(c1C(=O)NC1CC1)CCCCCC2	1	0.3	10	nt	-6	-6	34	3	-34	1
N/C(=N\OC(=O)c1ccc2c(c1)OCO2)c1ccc([N+](=O)[O-])cc1	-20	1.6	-3	13	0	-7	39	-1	-39	45
COc1ccc(C(=O)CCc2ccccc2)c(O)c1	11	0.9	-11	-1	3	0	2	-3	-2	43
CNC(=S)NNC(=O)COc1ccc(C)c(C)c1	6	1.1	1	-1	-3	-1	11	-3	-11	11
Cc1ccc(CN2C(=O)CCC2C(=O)NCc2ccco2)cc1 (stereo not drawn)	-1	-1.1	10	nt	-1	3	43	-3	-43	7
O=C(N/N=C/c1ccccn1)c1cc(-c2ccccc2Cl)n[nH]1	1	-5.5	-8	-1	-18	1	-2	0	2	47
Cc1nn(Cc2ccc(F)cc2)c(C)c1NC(=O)c1cnn2c1NC(c1cccs1)CC2C(F)(F)F (stereo not drawn)	16	-0.1	-1	nt	-12	2	-1	0	1	-9
COCCCN1C(=O)N(c2ccccc2)C(=O)C1CC(=O)Nc1ccc(F)cc1 (stereo not drawn)	-7	-0.3	-8	-6	-6	1	8	3	-8	-1
COc1ccc(NC(=O)CN2CCC(C(N)=O)(N3CCCCC3)CC2)cc1	-6	-1.1	-1	nt	0	-3	3	2	-3	2
Fc1ccc(NCc2nnc(SCc3ccccc3)o2)cc1	-2	0.8	-17	-1	-8	-1	11	6	-11	11
CCOC(=O)C1=C(C)Nc2sc(C(=O)c3ccc(Br)cc3)c(N)c2C1c1ccc(C(=O)OC)cc1 (stereo not drawn)	20	-1.4	-9	nt	-12	10	-58	-2	58	-12
Cc1ccc(OCC(=O)NNC(=S)NC(=O)c2cccs2)c(C)c1	3	-2.0	-18	2	1	2	8	3	-8	-4
CN(CC(=O)Nc1ccccc1Cl)C(=O)CN1C(=O)C2CCCCC2C1=O (stereo not drawn)	-10	0.4	13	2	0	-5	5	4	-5	-3
COc1ccc([N+](=O)[O-])cc1N(CC(=O)NCC1CCCO1)S(C)(=O)=O (stereo not drawn)	8	-0.6	-18	nt	3	3	-1	2	1	-3
O=C(COc1ccc(-c2nnco2)cc1)Nc1c(F)cccc1F	-18	-3.2	-12	0	-3	0	-5	1	5	32
O=C(NC(=S)Nc1ccc(-c2nc3ncccc3o2)cc1)c1ccccc1F	4	-4.5	-3	9	-12	1	-28	-2	28	0
Cc1cc(C)nc(NC(=O)c2ccc(C)c(C)c2)n1	-1	-1.4	-4	1	-3	-5	3	0	-3	5
CC(C)(C)NCCOCCOc1ccc(Cl)cc1C(C)(C)C	nt	-2.1	19	-2	5	-2	-10	-3	10	-13
Cc1c(NC(=O)CN2c3cccc4cccc(c34)S2(=O)=O)c(=O)n(-c2ccccc2)n1C	-11	1.9	-6	-2	2	-3	31	2	-31	1
O=C(CC1CCCCC1)Nc1ncn[nH]1	-4	1.8	-4	nt	-1	2	-8	1	8	-17
COc1ccc(S(=O)(=O)N2CCN(CCc3ccccc3)CC2)cc1	0	-0.2	-2	0	-9	-1	-9	-1	9	nt
c1cncc(CSc2nnc3ccc(-c4cccs4)nn23)c1	-5	1.8	-13	4	-8	1	nt	-1	nt	6
O=C(Oc1ccc(-c2nnco2)cc1)c1ccc(F)c(S(=O)(=O)N2CCOCC2)c1	-2	-0.9	-10	-3	-3	-2	-23	5	23	0
Cc1cc(C(=O)N2CCN(S(C)(=O)=O)CC2)cs1	-2	0.1	7	-2	2	8	6	3	-6	0
CCCC[C@H](CC(=O)c1ccccc1)[C@@H](OC(C)=O)C(=O)Oc1c(C(C)C)cccc1C(C)C	-3	-1.1	-7	-15	9	2	13	2	-13	7

An excerpt from above in order of number of heavy atoms, rising:
SMILES	Rtt109 HAT inh	CDK5 inh	PvdQ acylase	Wnt bcat act	dFosB act	cardiac RTF act	SR-BI DiI-HDL act	HTR5A ag	SR-BI HDL uptake	MITF act
O=C(CC1CCCCC1)Nc1ncn[nH]1	-4	1.8	-4	nt	-1	2	-8	1	8	-17
CCCCOc1c(Br)cc(/C=N/O)cc1OCC	19	-1.4	-12	nt	-7	-6	-28	1	28	nt
COc1ccc(C(=O)CCc2ccccc2)c(O)c1	11	0.9	-11	-1	3	0	2	-3	-2	43
COC(=O)c1cc(S(=O)(=O)Nc2cccc(C)c2C)cn1C	4	1.5	-12	-4	-13	2	-4	7	4	-1
Cc1ccc(OCC(=O)NNC(=S)NC(=O)c2cccs2)c(C)c1	3	-2.0	-18	2	1	2	8	3	-8	-4
CC(=O)C1CCC2C3CCC4=CC(=O)CCC4(C)C3(Br)C(=O)CC12C (stereo not drawn)	2	0.9	-19	-1	0	-1	-23	3	23	1
COc1ccc([N+](=O)[O-])cc1N(CC(=O)NCC1CCCO1)S(C)(=O)=O (stereo not drawn)	8	-0.6	-18	nt	3	3	-1	2	1	-3
CN(CC(=O)Nc1ccccc1Cl)C(=O)CN1C(=O)C2CCCCC2C1=O (stereo not drawn)	-10	0.4	13	2	0	-5	5	4	-5	-3
Cc1ccc(NS(=O)(=O)c2cccc(C(=O)O)c2)cc1S(=O)(=O)N1CCCCC1	1	-5.0	-22	nt	-6	-2	21	-1	-21	-4
O=C(COc1ccccc1F)NNC(=O)c1ccc(F)c(S(=O)(=O)N2CCOCC2)c1	2	-1.5	2	-2	5	2	-4	4	4	10
Cc1c(NC(=O)CN2c3cccc4cccc(c34)S2(=O)=O)c(=O)n(-c2ccccc2)n1C	-11	1.9	-6	-2	2	-3	31	2	-31	1
COc1ccc(-c2cc(C(=O)OCC(=O)c3c(N)n(C)c(=O)n(C)c3=O)c3ccccc3n2)cc1	3	0.7	4	2	-8	-2	-43	-2	43	26

(listing goes on)
SMILES	Rtt109 HAT inh	CDK5 inh	PvdQ acylase	Wnt bcat act	dFosB act	cardiac RTF act	SR-BI DiI-HDL act	HTR5A ag	SR-BI HDL uptake	MITF act
CCOC(=O)c1cc(NC(=O)N(C(C)C)C(C)C)c(C)nc1C	5	5.9	4	nt	0	-1	5	1	-5	-8
Cc1ccc(NC(=O)COC(=O)CCc2c(C)nc3ncnn3c2C)cc1	-4	0.2	-5	-1	4	-1	-15	6	15	2
CC(=O)Nc1ccccc1C(=O)C(=O)Nc1ccccc1	6	0.3	-7	3	8	-2	42	6	23	-2
CCN(CC)S(=O)(=O)c1ccc2c(c1)c(=O)c(C(=O)N1CCN(c3ccccn3)CC1)cn2C	-9	-1.1	-7	-1	-2	4	4	-3	-4	-5
C=CCOc1ccccc1CN1CCCC(CCC(=O)N(C)CCc2ccccn2)C1 (stereo not drawn)	3	2.4	-3	-2	4	2	11	-2	-11	-1
O=C(CSc1nnc2n1CCCCC2)Nc1ccc(N2CCOCC2)cc1	-10	0.3	7	3	-5	-2	22	7	-22	10
